# SENP6 inh: inhibitors of human SENP6 protease | AID 2599 | inhibition, % at 10 µM | 1.8% of 330,000 active | Recombinant SENP6 catalytic domain, aminoluciferin luminescence;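 active = inhibition above about 50% at the single tested dose, limit read from the data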;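 also: plate controls were DMSO wells with enzyme for no effect and DMSO wells lacking enzyme for full effect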
# Target sequence (Q9GZR1 628-1112 limits assumed): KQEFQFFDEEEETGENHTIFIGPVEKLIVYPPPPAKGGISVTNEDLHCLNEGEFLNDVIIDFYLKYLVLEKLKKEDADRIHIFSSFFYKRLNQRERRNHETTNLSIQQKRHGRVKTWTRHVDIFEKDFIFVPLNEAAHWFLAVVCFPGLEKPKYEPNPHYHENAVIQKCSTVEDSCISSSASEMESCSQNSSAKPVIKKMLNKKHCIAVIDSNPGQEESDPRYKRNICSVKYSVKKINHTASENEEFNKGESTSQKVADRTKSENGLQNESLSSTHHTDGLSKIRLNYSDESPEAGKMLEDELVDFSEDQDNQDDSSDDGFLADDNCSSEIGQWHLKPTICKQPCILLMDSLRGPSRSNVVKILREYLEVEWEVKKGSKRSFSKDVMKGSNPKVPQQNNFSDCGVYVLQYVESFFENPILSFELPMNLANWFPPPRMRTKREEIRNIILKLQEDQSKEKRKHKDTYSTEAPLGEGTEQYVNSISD
# NR3A LBD binder: modulators (binders) of human NR3A ligand-binding domain. NR3A LBD differential scanning fluorimetry, Tm shift; 0% = protein alone, 100% = glycine-bound protein. Tm shift relative to glycine control, % at 25 µM. 2.5% of 340,000 active. AID 1259313;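 active = melting temperature shift of at least 10% of the positive control shift, at one fixed dose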
# hIAP activ: increases human intestinal alkaline phosphatase activity; P09923; purified human IAP, CDP-Star luminescence, 30 min; active compounds read high; 1 = vehicle-only enzyme, 0 = enzyme-free background; activation factor at 10 µM; 0.16% of 330,000 active; AID 2524;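 active = activation factor of the enzyme at least 2-fold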; also: the source names both 10 and 20 µM as test concentration; values of inactives mirror those of a sister screen read the other way
# SENP1 inh: SENP1 (human) catalytic domain inhibition; Q9P0U3; recombinant SENP1 catalytic domain, CyPet-SUMO1-YPet FRET cleavage; inhibition, % at 10 µM; 0.21% of 360,000 active; AID 624204;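 active = inhibition at least 30% at 10 µM, raw YFP signal under a set limit, fluorescence ratio 0.5 to 1.5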;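 also: 0% = enzyme with DMSO and 100% = no enzyme wells; some results filed as inactive read as strong as hits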
#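 Test system: recombinant human SENP1 catalytic domain, His6-tagged / Medium: pH 8 Tris buffer with EDTA, NaCl, BME, BSA, NP40, catalase / Also added: SUMO1 FRET substrate flanked by Cypet and Ypet, 25 nM / Times: 50 min reaction at room temperature / Signal: FRET, CFP and YFP emission / Control set: no-enzyme low control and enzyme-plus-DMSO high control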
# ATG4B inh: blocks human ATG4B protease cleavage of LC3 substrate. ATG4B cleavage of LC3-PLA2, NBD-HPC fluorescence, 1 h. inhibition, % at 8.33 µM. 0.51% of 340,000 active. AID 504462; in the data active = inhibition above about 40%
# Target sequence (Q9Y4P1 whole entry, looked up): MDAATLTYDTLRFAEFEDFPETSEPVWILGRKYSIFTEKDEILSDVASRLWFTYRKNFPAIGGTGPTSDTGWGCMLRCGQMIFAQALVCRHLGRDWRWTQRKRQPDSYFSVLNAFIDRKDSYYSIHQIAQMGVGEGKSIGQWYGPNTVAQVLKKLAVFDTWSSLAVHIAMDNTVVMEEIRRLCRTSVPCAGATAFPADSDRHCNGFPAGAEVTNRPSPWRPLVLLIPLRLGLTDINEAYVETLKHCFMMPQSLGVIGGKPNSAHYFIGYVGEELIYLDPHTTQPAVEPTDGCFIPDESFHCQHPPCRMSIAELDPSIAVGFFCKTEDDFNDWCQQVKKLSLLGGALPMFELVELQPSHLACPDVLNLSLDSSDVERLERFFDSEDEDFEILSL
# SENP8 block: inhibitors of human SENP8 protease. Q96LD8. AID 602440. recombinant SENP8, Nedd8 substrate fluorescence. 0.64% of 360,000 active. inhibition, % at 20 µM; in the data active = inhibition mostly above about 40%, no sharp cut-off; inactive = mostly below about 27%
# Target sequence (Q96LD8 whole entry, looked up): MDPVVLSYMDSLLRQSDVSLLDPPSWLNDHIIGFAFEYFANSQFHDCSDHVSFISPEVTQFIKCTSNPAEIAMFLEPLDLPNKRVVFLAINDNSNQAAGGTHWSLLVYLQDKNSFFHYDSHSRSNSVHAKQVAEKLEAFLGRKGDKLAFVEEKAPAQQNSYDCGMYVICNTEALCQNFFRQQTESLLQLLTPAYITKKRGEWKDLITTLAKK
# MPTP block: blocks calcium-induced mitochondrial swelling | isolated mouse mitochondria, Ca2+ swelling absorbance, 30 min | inhibition, % at 10 µM | 1.4% of 360,000 active | AID 602449;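 active = inhibition of 50% or more, scaled per plate between neutral and stimulator controls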;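 also: 0% = DMSO wells given calcium and 100% = 1 mM EGTA wells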
# PfG6PD inh: PfG6PD (Plasmodium falciparum) enzyme inhibition; PfGluPho enzyme, NADPH resazurin-diaphorase fluorescence; inhibition, % at 20 µM; 0.78% of 350,000 active; AID 504690;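 active = inhibition reaching at least a set limit at 20 µM in the primary screen, cut at about 59% in these data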;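 also: 0% = DMSO wells with substrate and 100% = DMSO wells lacking glucose-6-phosphate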
# An asterisk follows results filed as active; nt = not tested or not shown. No enrichment for hits. Share with any hit: about 6.7%.
SMILES,SENP6 inh,NR3A LBD binder,hIAP activ,SENP1 inh,ATG4B inh,SENP8 block,MPTP block,PfG6PD inh
C=C(C)[C@H]1CC=C(C)C(=O)C1,-6,0,1,-1,1,8,-3.1,6
C=C(C)CSc1nnc2[nH]c(=O)cc(N)n12,-21,-2,0.96,2,-6,8,16,-26
CCSC1=C(C#N)C(CC(C)C)C2=C(CCCC2=O)N1 (configuration not stated),-9,-1,0.99,-26,-2,-289,4.5,17
CCOC(=O)CC1=C(C(=O)OCC)C(c2cccs2)C(C#N)=C(N)O1 (configuration not stated),-9,-1,1.1,-5,2,-40,0.1,-4
Cc1cc(N2C(=O)C(=O)/C(=C(/O)c3ccc(F)cc3)C2c2ccc(F)cc2)no1 (configuration not stated),0,-2,0.67,2,0,-4,-13,-16
CC(=O)Nc1nc2cc(C(N)=O)ccc2s1,-10,-1,1,-6,-10,-56,0.7,0
O[C@@H]1CN(CC2CCCCC2)[C@@H](c2ccccc2)C[C@H]1n1cc(C2CC2)nn1,nt,nt,nt,-3,nt,6,-2.1,19
Cn1nc(C(=O)NC2CCCN(Cc3ccccc3F)C2)c2ccccc2c1=O (configuration not stated),3,-2,1.1,1,16,6,-1.6,2
Cc1ccc(C(=O)Nc2cccnc2)cc1S(=O)(=O)N1CCOCC1,6,-1,0.93,3,-8,33,-0.8,3
Clc1cccc(CSc2nnc(-c3sccc3-n3cccc3)o2)c1,-10,-6,1,2,7,-15,0.3,13
CC(C)NC(=O)CC(c1ccccc1)c1cc(Br)ccc1O (configuration not stated),-4,-3,0.97,-1,-13,4,-1.8,1
CCCCn1c(N)c(NCC)c(=O)[nH]c1=O,-13,-1,0.86,-81,-1,-392,0.1,-1
COc1ccc(CNC(=O)CCCOc2cc(=O)n(C)c3ccccc23)cc1,-13,-1,0.9,1,-14,9,-1.9,7
COc1ccc2nc(NC(=O)c3cc(S(=O)(=O)N4CCOCC4)ccc3C)sc2c1,-8,-2,1,0,-4,-183,3.7,-10
Cc1cccc(N(CC(=O)NCc2ccco2)C(=O)CCC(=O)Nc2nccs2)c1C,-20,1,0.85,0,-4,4,8.0,-7
Cc1cc(/C=N/N2CCN(C)CC2)c(C)n1-c1ccccc1F,-8,-2,1.1,-1,-2,16,-1.4,-3
CC(C)n1c(NCCO)nc2ccccc21,1,-1,1,0,-6,-2,-0.8,2
Cc1ccc(SCc2nnc(N)s2)cc1,3,0,0.9,1,4,19,-0.5,1
COc1ccc(C(=O)C2CC2c2ccc3c(c2)OCO3)cc1 (configuration not stated),-11,-3,0.93,0,-5,-3,-0.3,-10
O=C(Nc1ccncc1)C1COc2ccccc2O1 (configuration not stated),0,2,0.85,-2,-1,21,1.3,-11
COc1ccc(C(=O)O/N=C/c2ccc(S(=O)c3ccc(Cl)cc3)nc2)cc1 (configuration not stated),-18,5,1.2,6,7,19,3.0,-18
COc1cc(C(=O)NC(C)C2CC3CCC2C3)cc(OC)c1OC (configuration not stated),-32,2,1.2,-1,4,4,0.1,9
Cc1cc(C(=O)COC(=O)c2ccccc2NCCO)c(C)n1CC1CCCO1 (configuration not stated),42,2,0.91,-4,2,-488,0.0,-6
COC(=O)CCc1c(C)c(C(=O)c2ccco2)c2ccccn12,15,-3,1.3,-17,2,-63,0.2,7
O=C(CN(Cc1ccc(F)cc1)C(=O)c1csnn1)NCc1ccc2c(c1)OCO2,-37,3,1.2,3,-4,7,-3.1,2
CC(C)(C)n1ncc2c(=O)n(CC(=O)Nc3ccc(Cl)cc3)cnc21,4,-1,0.94,0,-2,8,-8.4,4
CC1CCCC(C)N1Cc1cn2ccccc2n1 (configuration not stated),-16,1,0.87,-2,0,9,-0.6,-21
C=C(C)c1cccc(C(C)(C)NC(=O)NCCCn2ccnc2)c1,-3,-1,1.1,-1,-9,9,1.7,5
CCOC(=O)c1sc(NC(=O)CSc2n[nH]c(C)n2)nc1C,-2,-1,1.1,1,3,13,-1.8,-8
CSCCC(NC(=O)COc1ccccc1)C(=O)NCCOc1ccc(C)cc1 (configuration not stated),-11,-3,1.2,-3,-7,4,-0.5,-17

# In a second layout: entries from further up
SMILES | SENP6 inh | NR3A LBD binder | hIAP activ | SENP1 inh | ATG4B inh | SENP8 block | MPTP block | PfG6PD inh
Cc1cc(/C=N/N2CCN(C)CC2)c(C)n1-c1ccccc1F | -8 | -2 | 1.1 | -1 | -2 | 16 | -1.4 | -3
CC(C)n1c(NCCO)nc2ccccc21 | 1 | -1 | 1 | 0 | -6 | -2 | -0.8 | 2
Cc1ccc(SCc2nnc(N)s2)cc1 | 3 | 0 | 0.9 | 1 | 4 | 19 | -0.5 | 1
COc1ccc(C(=O)C2CC2c2ccc3c(c2)OCO3)cc1 (configuration not stated) | -11 | -3 | 0.93 | 0 | -5 | -3 | -0.3 | -10
O=C(Nc1ccncc1)C1COc2ccccc2O1 (configuration not stated) | 0 | 2 | 0.85 | -2 | -1 | 21 | 1.3 | -11
COc1ccc(C(=O)O/N=C/c2ccc(S(=O)c3ccc(Cl)cc3)nc2)cc1 (configuration not stated) | -18 | 5 | 1.2 | 6 | 7 | 19 | 3.0 | -18

# Continuation:
SMILES,SENP6 inh,NR3A LBD binder,hIAP activ,SENP1 inh,ATG4B inh,SENP8 block,MPTP block,PfG6PD inh
C=CCNC(=O)Nc1ccc(OCC)cc1,3,-2,0.98,2,5,4,-2.6,-5
COc1ccc(Oc2cc(C)nc(Cl)n2)nn1,-13,0,0.9,0,-3,1,-1.9,-4
CC(NC(=O)C1CCC(C)(C(=O)O)C1(C)C)c1ccccc1 (configuration not stated),17,1,0.91,1,-3,9,-0.2,-5
CC(C)(C)OC(=O)[C@H](Cc1ccccc1)NC(=O)c1nc[nH]c1C(=O)NCC(=O)OCc1ccccc1,-4,-15,1.6,0,-15,10,-0.2,26
COc1nc(OC/C(N)=N/O)nc(N2CCOCC2)n1,0,0,1.1,1,-7,5,-1.1,3
O=C(NCc1ccncc1)C1CCCN(S(=O)(=O)c2cc(Cl)ccc2Cl)C1 (configuration not stated),5,-1,1.1,0,-2,-1,-1.8,-5
Cc1ccc(Oc2ccc(/C=N/O)cn2)cc1,-12,1,0.9,2,0,9,0.3,-9
Cc1csc(NC(=O)c2cn3ccccc3n2)n1,84*,-5,1.5,-1,-1,-5,0.6,-6
CC(CC(=O)Nc1nnc(CC(C)(C)C)s1)c1ccccc1 (configuration not stated),-15,0,0.92,1,-2,4,0.3,-2
COc1ccc(CCNC(=O)CSCc2ccc(C)cc2)cc1OC,-3,3,0.81,-1,0,11,-2.5,13
COC(=O)CNC(=O)COC(=O)/C=C/c1ccc(F)cc1,8,2,1.1,3,10,4,-2.4,0
CCC(CO)n1c(SCc2cc([N+](=O)[O-])cc3c2OCOC3)nc2ccccc2c1=O (configuration not stated),0,-31,1,2,43*,17,-3.9,9
Cc1cc(CNC(=O)COc2c(F)c(F)cc(F)c2F)c2ccccc2n1,-12,-2,1.2,2,7,-6,6.3,-12
Cc1csc(NC(=O)CSCC(=O)Nc2ccccc2)n1,4,1,0.81,2,-10,24,-1.2,11
Cc1ccc(S(=O)(=O)N(C)CC(=O)Nc2cc(C)ccn2)cc1,-12,0,0.96,1,0,0,0.9,-6
O=C(NC(C(=O)c1ccccc1)n1ccc(=O)[nH]c1=O)c1ccccc1 (configuration not stated),-12,-2,0.87,1,-11,9,-0.6,7
Cn1ncc([N+](=O)[O-])c1C(=O)Nc1ccc(-c2ccccc2)cc1,16,0,0.85,3,5,1,2.5,-4
O=S(=O)(Nc1cc(S(=O)(=O)N2CCCC2)ccc1O)c1ccc(Cl)s1,-24,-6,1.4,0,-6,12,16,-36
O=C(NCCN1CCOCC1)[C@H](Cc1ccccc1)N1C(=O)c2ccccc2C1=O,23,1,0.59,0,-5,17,1.6,8
CCCCN(C)Cc1c(O)ccc2c(=O)c(-c3ccccc3OC)coc12,-3,0,1.2,-3,3,-329,2.1,-17
CCOc1ccc(NC(=O)CN(C)C(=O)Cc2c[nH]c3ccccc23)cc1OCC,-18,-1,0.94,-8,-19,-14,-1.3,4
CC12CCC(C(=O)N3CCCc4ccccc43)(OC1=O)C2(C)C (configuration not stated),-3,2,0.95,0,-2,11,-0.7,-14
Cc1nc(-c2ccc(NC(=O)c3ccccc3Br)cc2)cs1,30,-4,1.1,0,4,22,-0.9,21
O=[N+]([O-])c1cccc(CN2CCC(Cc3ccccc3)CC2)c1,-6,0,1,0,17,10,1.1,-19
COc1cccc(C(c2sc3ncnn3c2O)N2CCN(C(=O)c3ccco3)CC2)c1 (configuration not stated),-21,2,0.94,1,-3,9,-2.1,-1
Cc1c(NC(C)c2ccccc2O)c(=O)n(-c2ccccc2)n1C (configuration not stated),-3,-2,1,4,-3,7,-1.7,7
CSc1ccc(NC(=O)CC(C)=O)cc1,-3,-5,0.96,0,-4,11,-0.5,7
Cc1ccc2nc(NC(=S)NC(=O)c3ccc(OC(C)C)cc3)sc2c1,-6,0,1.3,1,1,13,3.5,-10
CN(C)c1ccc(N=Nc2nc3ccccc3n2C)cc1,100*,-2,0.83,5,-3,50*,66*,29
COC(=O)[C@@H]1CCCN1C(=O)c1cc(COc2cccc3cccnc23)on1,12,-1,0.91,0,7,-45,-0.8,-3
COc1ccc(C2=Nn3c(nnc3-c3ccccc3Cl)SC2)cc1OC1CCCC1,4,-13,1.2,0,-14,23,-0.6,-25
COCCOC(=O)c1c(C)n(C)c2ccc(OC(=O)c3ccco3)cc12,3,0,0.9,2,-18,20,0.9,12
O=C(NNC(=O)c1ccccn1)c1ccc(OC(F)F)cc1,21,-1,1.7,-1,-2,5,-1.7,-28
CSc1ccccc1NC(=O)c1cc2ncc(Br)cn2n1,-18,1,1.1,0,8,-41,-1.4,41
Cc1[nH]c2ccccc2c1C(=O)CSc1ccc(Cl)cc1,-22,5,1.1,-2,-6,8,1.3,-3
CSc1ccc(C(=O)C2CCCN(C(=O)c3ccc4c(c3)OCO4)C2)cc1 (configuration not stated),27,-1,0.72,1,5,10,-0.8,-8
O=[N+]([O-])c1ccc(Cl)c(S(=O)(=O)/N=C(/Nc2cccnc2)c2ccccc2)c1,7,-1,1.1,2,-2,7,0.6,3
FC(F)(F)c1nnc(-c2ccccc2)nc1N1CCCC1,-4,0,1,-1,5,11,-1.9,-7
CCn1c(=S)[nH]c2sc3c(c2c1=O)CCCC3,-2,0,1.2,1,8,-1,0.6,26
O=c1c2ccccc2nc2c3ccccc3c(NCCO)nn12,-9,-1,1,-13,-6,-380,-0.4,-5
O=C(CN1CCOC1=O)N1CCCC(N2CCN(c3cccc(C(F)(F)F)c3)CC2)C1 (configuration not stated),3,2,1,0,-6,12,1.5,-2
Cc1cccnc1NC1OC(=O)c2ccccc21 (configuration not stated),-10,-1,1.1,0,1,17,-0.2,-11
COC(CNS(=O)(=O)c1ccc(S(=O)(=O)NC2CC2)cc1)OC,-25,1,0.9,-1,1,17,-0.8,-3
COc1ccc(NC(=O)C2CCN(S(=O)(=O)c3cccs3)CC2)cc1OC,10,1,1,0,5,12,1.9,7
O=C(c1ccc2c(=O)n(Cc3ccc4c(c3)OCO4)c(=S)[nH]c2c1)N1CCCCC1,-6,-1,0.98,1,55*,6,8.3,6
CC1(C)C(C#N)=C(N)Oc2c1c(=O)oc1ccccc21,-14,1,1,-2,-7,12,0.9,4
Cc1c(F)cccc1NS(=O)(=O)c1ccc(OCCNS(C)(=O)=O)cc1,16,1,1,3,8,2,1.7,-17
Cc1cccc2cc(CN(Cc3cccnc3)C(=S)NCCCN(C)C)c(=O)[nH]c12,-18,-3,1,3,0,-27,-2.3,2

# At a glance, some entries already given:
SMILES,SENP6 inh,NR3A LBD binder,hIAP activ,SENP1 inh,ATG4B inh,SENP8 block,MPTP block,PfG6PD inh
COc1ccc(C2=Nn3c(nnc3-c3ccccc3Cl)SC2)cc1OC1CCCC1,4,-13,1.2,0,-14,23,-0.6,-25
COCCOC(=O)c1c(C)n(C)c2ccc(OC(=O)c3ccco3)cc12,3,0,0.9,2,-18,20,0.9,12
O=C(NNC(=O)c1ccccn1)c1ccc(OC(F)F)cc1,21,-1,1.7,-1,-2,5,-1.7,-28

# Screening data from PubChem.
